Luciferase inh = Photinus pyralis luciferase inhibition. purified P. pyralis luciferase, luminescence, biochemical. Potency, µM (top dose mostly 115 µM), without a hit: at the top dose activity change, negative = inhibition, actives largely listed as inhibitors. 76,000 tested, 2.5% active; also: potency is read from the fitted curve at half-maximal effect; nearly all actives have a fitted effect of over 65% in size
Target sequence (P08659 whole entry, looked up): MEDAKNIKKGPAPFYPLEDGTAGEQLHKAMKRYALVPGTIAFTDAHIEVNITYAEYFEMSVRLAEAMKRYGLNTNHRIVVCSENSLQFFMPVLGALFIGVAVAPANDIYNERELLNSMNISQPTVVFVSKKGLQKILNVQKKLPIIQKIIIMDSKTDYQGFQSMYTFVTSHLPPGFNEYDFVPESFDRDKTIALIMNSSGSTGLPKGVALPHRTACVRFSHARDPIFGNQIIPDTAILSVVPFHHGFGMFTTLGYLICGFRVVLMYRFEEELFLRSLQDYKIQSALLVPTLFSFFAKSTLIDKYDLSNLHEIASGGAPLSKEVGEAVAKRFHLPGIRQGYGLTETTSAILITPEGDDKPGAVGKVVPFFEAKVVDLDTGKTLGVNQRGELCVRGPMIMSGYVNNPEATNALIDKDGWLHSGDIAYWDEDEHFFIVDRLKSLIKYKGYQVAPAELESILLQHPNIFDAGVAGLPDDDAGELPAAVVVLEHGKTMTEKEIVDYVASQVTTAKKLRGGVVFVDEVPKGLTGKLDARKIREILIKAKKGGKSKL
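FLuc 10nM, D-luciferin 10uM, ATP 10uM, Mg acetate 10mM, Tris acetate pH 7.5, Tween/BSA; cpd qHTS; enzyme added last; CCD luminescence.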
HEK cytotox = kills HEK 293 cells; HEK 293 viability, ATP luminescence (CellTiter-Glo), 48-72 h; 94,000 tested, 6.6% active; Potency, µM (series often up to 115 µM), without a hit: at the highest dose activity change, negative = cytotoxicity, most hits filed as inhibitors; also: potency is read from the fitted curve at half-maximal effect; nearly all actives have a fitted effect of over 60% in size
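qHTS cytotoxicity; HEK 293, 250 cells/well; compound pinned; 48 or 72 hr, 37 degree Celsius, 5% CO2, 95% humidity; CellTiter-Glo, 10 min RT; luminescence (ATP).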
GPT2 inhibitor = GPT2 alanine aminotransferase inhibition; Q8TD30; Recombinant GPT2, coupled pyruvate oxidase/HRP Amplex Red fluorescence; Potency, µM (top dose mostly 57.7 µM), without a hit: at the top dose activity change, negative = inhibition, most hits filed as inhibitors; 100,000 tested, 0.25% active; AID 1671188; also: potency is read from the fitted curve at half-maximal effect; nearly all actives have a fitted effect of over 60% in size; many of its hits are not listed in these tables
Target sequence (Q8TD30 whole entry, looked up): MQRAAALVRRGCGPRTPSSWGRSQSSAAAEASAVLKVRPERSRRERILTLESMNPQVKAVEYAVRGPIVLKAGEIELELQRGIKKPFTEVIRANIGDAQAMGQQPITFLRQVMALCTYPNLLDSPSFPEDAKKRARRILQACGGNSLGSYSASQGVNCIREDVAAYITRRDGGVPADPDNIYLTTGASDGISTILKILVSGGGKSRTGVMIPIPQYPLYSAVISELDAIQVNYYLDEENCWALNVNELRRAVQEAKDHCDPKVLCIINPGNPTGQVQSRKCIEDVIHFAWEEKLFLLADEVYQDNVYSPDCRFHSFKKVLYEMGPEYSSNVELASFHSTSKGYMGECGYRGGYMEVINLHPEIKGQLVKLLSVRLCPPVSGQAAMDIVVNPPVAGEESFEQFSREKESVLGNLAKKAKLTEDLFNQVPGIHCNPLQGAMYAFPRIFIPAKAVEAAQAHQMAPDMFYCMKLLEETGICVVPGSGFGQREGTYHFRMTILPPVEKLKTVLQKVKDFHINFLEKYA
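Inhibition is scored from Amplex Red fluorescence generated when pyruvate oxidase and HRP act on pyruvate released by GPT2. Reactions contain 10ng/uL enzyme, 250uM a-KG and 2mM L-alanine and run 30 min at room temperature.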
NIH3T3 tox = cytotoxic compounds in NIH 3T3 cells; NIH 3T3 viability, CellTiter-Glo ATP luminescence, 48-72 h; Potency, µM (doses to about 96.7 µM), inactives show top-dose activity change, negative = cytotoxicity, hits mostly inhibitors; 94,000 tested, 4.3% active; also: potency is read from the fitted curve at half-maximal effect; nearly all actives have a fitted effect of over 55% in size
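NIH 3T3 cells at 400 cells/well received 23 nL of compound by pintool and were incubated 48 or 72 h at 37 °C. Viability was read as ATP-coupled CellTiter-Glo luminescence.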
IP6K1 inh = blocks human inositol hexakisphosphate kinase 1. IP6K1 kinase, ADP-Glo luminescence, 2 h; stronger effect = lower value. activity change, % (series mostly up to about 58 µM). 140,000 tested, 0.81% active. AID 1645851; in the data active = activity change below about -25%
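ADP-Glo luminescence measures ADP made by human IP6K1 during a 2 h RT reaction with ATP/IP6 (mix at 1.3 mM/130 uM); top library doses 57.5 and 19.1 uM final.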
HEK293 viab = counter-screen for SNCA expression inhibitors: cell viability; HEK-293-SNCA-luc viability, GF-AFC fluorescence, 24 h; Potency, µM (titrated, usually from 57.1 µM), without a hit: at the top dose activity change, negative = cytotoxicity, most hits filed as cytotoxic; 150,000 tested, 0.12% active;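 also: potency is read from the fitted curve at half-maximal effect; 0% = DMSO-treated cells and -100% = medium-only wells without cells; nearly all actives have a fitted effect of over 30% in size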
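Cytotoxicity counterscreen: after 24 h compound treatment of genome-edited SNCA-luciferase HEK-293 cells, live-cell protease substrate GF-AFC read by fluorescence after 30 min; activity scaled between DMSO (0%) and medium-only (-100%), curves Hill-fitted.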
SNCA expr inhib = inhibitors of alpha-synuclein (SNCA) gene expression; 140,000 tested, 0.17% active; Potency, µM (top dose mostly 57.2 µM), inactives show top-dose activity change, negative = inhibition, actives largely listed as inhibitors; HEK-293 SNCA-luciferase knock-in, luminescence, 24 h; AID 1671194;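 also: potency is read from the fitted curve at half-maximal effect; plate controls were DMSO cells for no effect and cell-free wells for full effect; nearly all actives have a fitted effect of over 45% in size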
The depositor's hits bear a star; i = inactive; ? = inconclusive; . = no result given; [ ] = dose if it differs, or a comment. Unless noted, calls follow the shape of the dose curve; as a rule, active = well fitted curve in the direction sought with a large enough effect; inconclusive = small, poorly fitted or top-dose-only effect, or another doubt; inactive = no such curve, though single readings can be large; an effect the other way counts as inactive or inconclusive. Unless noted, % is scaled to controls: 0 for no effect and ±100 for the full control effect.

SMILES	Luciferase inh	HEK cytotox	GPT2 inhibitor	NIH3T3 tox	IP6K1 inh	HEK293 viab	SNCA expr inhib
Cc1ccc(-n2nc(C)c([C@H]3C=C[C@@H](O)C3)c2C)cc1Cl	1.1µM*	?	i	?	5	-12%[87.6 µM]	-3%[87.6 µM]
C/C=C(\C)CN1C[C@@H](NC(=O)Cn2ccnc2C)C[C@H]1C(=O)NCC	0%	?	i	-17%	18	1%	-6%
Cn1nc(C2CCN(C(=O)c3nccc4ccccc34)CC2)c2c1CCOC2	-3%	9%	i	2%	-2	14%	4%
Cc1cc(C)cc(NC(=O)c2cc(S(=O)(=O)N3CCc4ccccc43)cn2C)c1	.	.	.	.	9	-4%	-13%
Cc1ccc(-c2noc(-c3ccc(N4CCCCC4)c([N+](=O)[O-])c3)n2)cc1	.	.	.	.	-4	-6%	-4%
Cc1cc(Br)ccc1NC(=O)C(NS(=O)(=O)c1cccs1)c1ccccc1 (stereo not given)	.	.	.	.	-3	18%	-27%
COCCCNC(=O)c1c(NC(=O)Cc2coc3cc(C)ccc23)sc2c1CCCC2	.	.	.	.	1	0%	4%
COCCNC(=O)[C@@H]1C[C@@H](O)CN1C1CCN(C(=O)c2cccc(C)c2)CC1	0%	i	i	-4%	34	-1%	-4%
CC(C)CCNC(=O)C1CC(=O)N(c2n[nH]c3cc(Br)ccc23)C1 (stereo not given)	1%	4%	5%	-1%	-5	1%	2%
COCCOC1CCN(C(=O)CCc2cccc(OC)c2)CC1	-11%	-28%	i	-14%	34	-12%[12.5 µM]	56%[activator]
CC(C)(C)NC(=O)N1CCCC1c1nc(CCOc2ccc(F)cc2)no1 (stereo not given)	3%	-13%	0%	4%	3	-3%	1%
Cn1ncc2c(C(=O)NC(C)(C)C)cc(-c3ccccc3C(F)(F)F)nc21	.	?	.	-29%	15	.	.
COc1ccc(-c2cc(N3CCCC(NC(=O)C4CCCC4)C3)n[nH]2)cc1 (stereo not given)	?	?	i	?	1	?	8%
CCC1CN(C(=O)Nc2ccc(Br)cc2F)c2ccccc2S1 (stereo not given)	.	.	.	.	3	-4%	?
O=C(NCc1ccc(F)cc1)C(=O)c1c[nH]c2ccccc12	.	.	-60%	.	-8	-13%	.
CC(C)(C)C(=O)NCCCC(=O)O	.	.	i	.	2	-2%[23.9 µM]	43%[25.6 µM]
CCOC(=O)C1CCN(C(=O)C2CCc3nnc(CN[S+](C)(=O)[O-])n32)CC1 (stereo not given)	.	i	i	-5%	-13	-3%	30%
O=C(Nc1cccc(Br)c1)C1CCN(c2cc(C(F)(F)F)ncn2)CC1	-8%	45µM*	i	?	8	-23%	-39%
CCCCn1c(=O)c(C(=O)NCc2ccc(C(F)(F)F)cc2)nc2cccnc21	.	?	-11%	?	11	1%	-1%
Cc1cc(C)cc(NC(=O)C2CCCN(C(=O)c3cnn(-c4ccccc4)c3-n3cccc3)C2)c1 (stereo not given)	.	.	.	.	-24	?	?

Profiles, looked up by structure:
Cn1ncc2c(C(=O)NC(C)(C)C)cc(-c3ccccc3C(F)(F)F)nc21 reads Luciferase inh = .; HEK cytotox = ?; GPT2 inhibitor = .; NIH3T3 tox = -29%; IP6K1 inh = 15; HEK293 viab = .; SNCA expr inhib = .
Cc1cc(C)cc(NC(=O)C2CCCN(C(=O)c3cnn(-c4ccccc4)c3-n3cccc3)C2)c1 (stereo not given) reads Luciferase inh = .; HEK cytotox = .; GPT2 inhibitor = .; NIH3T3 tox = .; IP6K1 inh = -24; HEK293 viab = ?; SNCA expr inhib = ?
O=C(Nc1cccc(Br)c1)C1CCN(c2cc(C(F)(F)F)ncn2)CC1 reads Luciferase inh = -8%; HEK cytotox = 45µM*; GPT2 inhibitor = i; NIH3T3 tox = ?; IP6K1 inh = 8; HEK293 viab = -23%; SNCA expr inhib = -39%

Additional entries.
SMILES	Luciferase inh	HEK cytotox	GPT2 inhibitor	NIH3T3 tox	IP6K1 inh	HEK293 viab	SNCA expr inhib
COc1cc(OC)cc(C(=O)Nc2cc3nn(-c4ccccc4)nc3cc2Cl)c1	.	.	.	.	-6	-3%	106%[activator]
N#Cc1cccc(-c2cn3c(n2)N(C(=O)c2cccc(F)c2)CCC3)c1	?	?	i	-18%	4	-6%	53%[activator]
COc1ccc2c(c1)sc1ncc(C(=O)NCc3cccc(C)c3)c(=O)n12	.	.	.	.	16	2%	?
COc1ccc(OCc2nc3c(n2Cc2ccccc2)C(=O)N(Cc2ccccc2C#N)CCN3)cc1OC	-3%	?	i	?	-14	?	1%
O=C1NC2(CN(Cc3ccc(F)cc3)C2)Oc2ccccc21	-2%[172 µM]	?	-5%[88.5 µM]	?	10	6%[87.6 µM]	16%[87.6 µM]
COCCNC(=O)[C@H]1C[C@H](Oc2cccnc2)CN1C(=O)Cc1cccc(OC)c1	3%	i	i	-3%	3	-8%	-28%
CC(=O)NCCCCn1c2c(c3ccccc31)C(=O)NCC2	.	.	i	.	23	1%	.
C=Cc1ccc(Cn2c(C(=O)O)c(CNCCc3ccccc3)c3ccc(C)cc32)cc1	.	.	.	.	-4	28µM*	?
Cc1cc(NC(=O)CSc2nc3c([nH]c4ccccc43)c(=O)n2-c2ccccc2)no1	.	.	.	.	6	0%	17%
Cc1ccc(-c2cc3nccc(-c4cc([N+](=O)[O-])ccc4O)n3n2)cc1	.	.	.	.	-25*	?	?
COc1ccc(CCC(=O)N2CCC[C@H]2c2nc(-c3ccc(OC)c(OC)c3)no2)cc1	-9%	?	i	?	-4	-24%	16%
COC[C@@H]1CN(C(=O)c2occc2C)C[C@H]1c1ccccn1	-8%	-8%	i	-10%	18	-11%	-15%
CCc1ccc(OCC(=O)Nc2c(C(=O)c3ccccc3)oc3ccccc23)cc1	.	.	.	.	53	7%	7%
COCC(=O)N1CCN(C(=O)c2cccc(F)c2)C[C@H]1C(=O)N[C@H](C)C(=O)OC	-3%[172 µM]	-5%[172 µM]	5%[88.5 µM]	5%[174 µM]	-11	2%[87.6 µM]	16%[87.6 µM]
COc1ccccc1N1CCN(C(=O)CCc2ccccc2C)CC1=O	-2%	-14%	-8%[11.5 µM]	-21%	-34*	1%	13%
CCNc1nccc(N2CCC(CC(=O)NCCCOC)CC2)n1	5%	-14%	i	-18%	2	?	30%
Cc1cc(C)cc(C(=O)Nc2ccc(-c3cn4cccnc4n3)cc2)c1	.	.	.	.	-17	15%	-19%
O=C1NCCCCCCN(C(=O)C2CCCCC2)[C@H]2CCCC[C@@H]12	-5%	?	0%	?	-9	7%	-4%
CC1=C[C@@H](CNC(=O)COc2ccccc2)[C@H](C(C)C)C[C@H]1Cc1nc2ccncc2[nH]1	-4%[172 µM]	?	i	?	-4	-25%[87.6 µM]	?
CCSc1nnc2c(n1)OC(CC)N(C(C)=O)c1ccccc1-2 (stereo not given)	.	.	.	.	3	12%	-14%
CCNC(=O)CN1CCN(C(=O)[C@@H](N)Cc2cnc[nH]2)CC1	-4%	-1%	-2%	5%	-7	-6%	4%
Cc1ccc(C(C(=O)NCc2c(C)n[nH]c2C)N(C)C)cc1 (stereo not given)	3%	i	-1%[11.5 µM]	i	18	7%	32%[activator]
COc1ccccc1Cc1nc2ccccc2nc1SCC(=O)Nc1ccc2c(c1)OCO2	.	.	.	.	-11	-6%	-4%
COc1ccc(C2(C(=O)NCC3CCCCC(=O)N3)CC2)cc1 (stereo not given)	.	-1%	1%	-7%	1	-10%	-9%
COCCn1cc2c3c(cccc31)CN(C(=O)c1cc(F)ccc1Cl)CC2	4%	?	0%	-23%	2	-3%	-16%
O=C(Nc1cccc(-c2nnc3n2CCCC3)c1)c1ccc(Cl)cc1	?	?	i	?	3	3%	3%
COc1ccc2c(c1O[C@H]1CCNC1)CCC2	.	.	i	.	25	-1%	.
CCN1C(=O)C(Cc2nc3ccccc3c(=O)n2-c2ccccc2)c2cc(Br)ccc21 (stereo not given)	.	.	.	.	-13	-3%	7%
Cc1cccc(-c2nc3ccc(C(=O)NCCc4ccccc4)cc3o2)n1	.	100µM*	-12%[88.5 µM]	?	8	7%[87.6 µM]	93%[activator][87.6 µM]
CC(=O)N1CCCc2cc(S(=O)(=O)N(C)CC(=O)Nc3ccc(Cl)cc3C)ccc21	.	.	.	.	7	8%	-4%
COc1ccc(CC(=O)Nc2ccc(-c3nc4ccccc4s3)cc2Cl)cc1	.	.	.	.	19	12%	66%[activator]
O=C(NCCc1ccc(Cl)cc1Cl)C1CNCCO1 (stereo not given)	3%	-2%	3%	-25%	15	4%	12%
COc1ccc(-n2nc(C3CCN(C(=O)C(C)(C)C)CC3)[nH]c2=O)cc1	-10%	2%	i	?	26	10%	?
CCCCN(C)C(=O)c1ccc2c(c1)N(Cc1cccc(Cl)c1)C(=O)c1ccccc1S2=O (stereo not given)	.	.	.	.	7	-17%	3%
CC(C)c1nc2c(c(-c3ccc(O)cc3)n1)CCN(Cc1ccccc1C(F)(F)F)CC2	-4%	35µM*	i	28µM*	8	?	?
COc1ccc(C(=O)N2C[C@@H]3OCC(=O)N(CC4CCCCC4)[C@@H]3C2)cc1	14%[172 µM]	-25%[172 µM]	i	?	-15	4%[87.6 µM]	31%[activator][87.6 µM]
Cc1noc(C)c1-c1cc2cc(CN(C)C)oc2c(N2CCN(c3ccccn3)CC2)n1	-2%[172 µM]	45µM*	-14%[88.5 µM]	35µM*	-10	?	?
Cc1ccc(C(O)Cn2ccn3nc(-c4ccc(F)cc4)cc3c2=O)cc1C (stereo not given)	-14%	-16%	i	-16%	-1	-4%	-8%
Cc1ccc2c(c1)N1C(=O)OC[C@@H]1CCN(C(=O)c1ccc(C(F)(F)F)cc1)C2	2%[172 µM]	-6%[172 µM]	1%[88.5 µM]	2%[138 µM]	2	-1%[87.6 µM]	-20%[87.6 µM]
COc1ccc(-c2ccc(C(=O)NCc3ccccc3F)cc2)nn1	.	112µM*	.	?	9	.	.
COc1ccc(N2CCN(C(=O)c3ccc(N4CC5CC(C4)[C@H]4CCCC(=O)N4C5)nc3)CC2)cc1 (stereo not given in full)	-4%	6%	?	i	20	-7%	8%
O=S(=O)(NC1CCCN(c2nc3ccccc3s2)C1)N1CCCC1 (stereo not given)	-5%	?	0%	?	6	-15%	-2%
Cc1nc2n(c1C(=O)N(C)C)CCN(C(=O)c1cc(=O)n(C)c(=O)n1C)C2	-10%	-18%	-4%	-18%	17	5%	?
O=C(Cc1cccc(F)c1)N1CCC2(CC1)NC(=O)N(c1cccc(F)c1)N2	6%	?	-25%	?	5	-15%	4%
COc1cccc2ccc(N3CCN(Cc4ccccc4)CC(O)C3)nc12 (stereo not given)	-5%	?	i	-2%	3	-1%	-27%

Compound activity (PubChem)

These rows are one share of the data (hit frequency here may not be typical).
